S-ASM inh: human S-ASM enzyme inhibition. P17405. AID 504937. placental ASM, HMU-PC fluorogenic substrate, 60 min. Potency, µM (doses to about 57.5 µM), without a hit: at the highest dose activity change, negative = inhibition, hits mostly inhibitors. hit rate 0.006% among 340,000; also: potency is read from the fitted curve at half-maximal effect
Target sequence (P17405 47-631 limits assumed): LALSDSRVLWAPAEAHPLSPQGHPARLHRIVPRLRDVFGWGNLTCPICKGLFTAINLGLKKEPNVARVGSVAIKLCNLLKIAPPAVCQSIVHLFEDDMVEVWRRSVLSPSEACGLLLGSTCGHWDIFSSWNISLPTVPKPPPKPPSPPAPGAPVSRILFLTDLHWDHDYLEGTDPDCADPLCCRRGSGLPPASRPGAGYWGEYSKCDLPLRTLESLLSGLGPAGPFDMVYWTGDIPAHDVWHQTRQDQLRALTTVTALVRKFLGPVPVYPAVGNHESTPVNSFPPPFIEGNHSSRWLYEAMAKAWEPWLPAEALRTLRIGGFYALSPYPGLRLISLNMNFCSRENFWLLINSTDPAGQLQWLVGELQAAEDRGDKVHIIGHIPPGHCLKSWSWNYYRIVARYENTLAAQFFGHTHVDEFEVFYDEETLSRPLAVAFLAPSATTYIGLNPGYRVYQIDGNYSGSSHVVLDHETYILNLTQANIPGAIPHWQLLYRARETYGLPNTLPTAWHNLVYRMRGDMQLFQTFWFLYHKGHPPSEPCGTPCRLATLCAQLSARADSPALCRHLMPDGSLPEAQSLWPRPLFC
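HMU-PC0 cleavage (9 uM final) by human placental ASM, 60 min at 37 °C following 10 min compound exposure at RT; stopped at pH 10, fluorescence Ex 386/Em 447 nm.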
AT treatment: potential ataxia-telangiectasia treatment | Potency, µM (doses to about 57.5 µM), inactives show at the top dose activation, hits mostly activators | […] A-T fibroblasts, KAP-1 phosphorylation AlphaLISA; neocarzinostatin DNA damage 30 min before lysis | AID 485349 | hit rate 0.19% among 320,000; also: potency is read from the fitted curve at half-maximal effect; % of control where 0% means no effect; nearly all actives have a fitted effect of over 45% in size
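ATM-like activity read as KAP-1 phosphorylation via AlphaLISA donor/acceptor antibody pairs after lysis and 6 hr at 25C. Cells were ATM-null patient fibroblasts ([…], hTERT), dosed 60 min, then exposed to the DSB inducer NCS for 30 min.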
Integrin act MD: integrin-mediated muscular dystrophy alleviation activation | Potency, µM (doses to about 38.3 µM), without a hit: at the highest dose activation, usual class: activators | alpha7betagal myoblasts, beta-gal FDG fluorescence, 48 h | hit rate 0.064% among 350,000;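 also: potency is read from the fitted curve at half-maximal effect; 100% = response of the positive control SU9516; nearly all actives have a fitted effect of over 60% in size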
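alpha7betagal+/- myoblasts (passage 13, 250/well) treated 48 h at 37C with compounds at 1:260 dilution of DMSO stock. Lysed, then beta-galactosidase activity read as FDG fluorescence (ex 480/em 540) after 30 min, with pre-read for autofluorescence.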
TSG101-PTAP inh: blocks PTAP/TSG101 interaction to inhibit HIV-1 budding | Q99816 | Fluorescence polarization, FITC-PTAP peptide / Tsg101 binding | Potency, µM (highest dose often 115 µM), for inactives: at the top dose activity change, negative = inhibition, hits mostly inhibitors | 340,000 tested, under 10 active | AID 493005; active = well fitted inhibition curve with a large enough effect in the main read-out, with a control signal flat, not every such curve was filed as active; inconclusive = small, poorly fitted or top-dose-only effect, or effect the other way, or a change in a side signal; inactive = no such curve, though single readings can be large or run the other way; also: potency is read from the fitted curve at half-maximal effect; % of control where 0% means no effect
Target sequence (Q99816 whole entry, looked up): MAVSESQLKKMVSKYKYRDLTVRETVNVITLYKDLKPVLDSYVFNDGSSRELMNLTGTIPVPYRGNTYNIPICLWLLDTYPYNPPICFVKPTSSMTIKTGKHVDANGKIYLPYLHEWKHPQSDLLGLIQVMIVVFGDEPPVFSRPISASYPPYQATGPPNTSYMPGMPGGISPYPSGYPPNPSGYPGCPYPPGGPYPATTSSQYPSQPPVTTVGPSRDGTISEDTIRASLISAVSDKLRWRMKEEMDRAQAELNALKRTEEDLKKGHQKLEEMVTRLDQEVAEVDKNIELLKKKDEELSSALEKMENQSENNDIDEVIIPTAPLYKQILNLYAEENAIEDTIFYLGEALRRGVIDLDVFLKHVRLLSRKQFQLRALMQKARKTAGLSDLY
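Fluorescence anisotropy tracks displacement of a FITC-tagged PTAP peptide (50 nM) from the Tsg101 binding domain (10 uM), following a 20 min room-temperature incubation at pH 7.5.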
MBNL1-CUG inh: inhibitors of human MBNL1 binding to CUG repeat RNA; Q9NR56; TR-FRET MBNL1-His/biotin-(CUG)12 binding, 665/545 ratio; Potency, µM (series often up to 57.5 µM), for inactives: at the top dose activity change, negative = inhibition, actives largely listed as inhibitors; hit rate 0.036% among 280,000; AID 2675; active = well fitted inhibition curve with a large enough effect in the signal ratio, with a control signal flat, not every such curve was filed as active; inconclusive = small, poorly fitted or top-dose-only effect, or effect the other way, or a change in a side signal; inactive = no such curve, though single readings can be large or run the other way; the % refers to the signal ratio; also: potency is read from the fitted curve at half-maximal effect; % is scaled to controls: 0 for no effect and ±100 for the full control effect
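TR-FRET between His-tagged MBNL1 and biotin-(CUG)12 RNA, detected with Tb anti-His antibody (0.055 ng/ul) and streptavidin-XL665 (5 nM), 60 min at room temperature. Compounds titrated 92 nM to 58 uM; 665/545 nm ratio normalized to buffer and complex controls.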
TCR activator: activators of T cell receptors | 330,000 tested, under 10 active | primary human leukocytes, anti-CD3, IL-2 HTRF, 48 h | AID 504894 | Potency, µM (highest dose often 9.22 µM), for the others: top-dose activation of IL-2 secretion, usual class: activators; also: % of control where 0% means no effect
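Activity was scored as IL-2 release from primary human leukocytes given only a TCR signal (a-CD3 beads) plus compound for 48 hr. Detection used a two-antibody HTRF format read at 665nm.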
CXXC DNA block: blocks binding of human MLL CXXC domain to DNA | Q03164 | MLL-CXXC / FITC-HOXA9 DNA fluorescence polarization | Potency, µM (highest dose often 115 µM), for inactives: at the highest dose activity change, negative = inhibition, most hits filed as inhibitors | hit rate 0.037% among 290,000; active = well fitted inhibition curve with a large enough effect in the polarisation, with a control signal flat, not every such curve was filed as active; inconclusive = small, poorly fitted or top-dose-only effect, or effect the other way, or a change in a side signal; inactive = no such curve, though single readings can be large or run the other way; the % refers to the polarisation; also: potency is read from the fitted curve at half-maximal effect
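Steps: dispense CXXC domain solution (7 uM) → pin compounds or unlabeled HOX-A9 DNA control → 5 min ambient → add FLSN-HOX-A9 solution (50 nM) → spin → 30 min ambient → fluorescence polarization. Tris pH 7.5/NaCl/DTT/BSA buffer.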
TSHR antagonist: human thyrotropin receptor antagonism; P16473; TSHR-expressing cells, TSH-stimulated cAMP HTRF, 2 h; active compounds read low; activity change, negative = inhibition, % at 11.5 µM; hit rate 0.2% among 330,000; AID 504810;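 active = activity change below a set negative limit, meaning inhibition stronger than a set level, cut at about -70% in these data; inconclusive = activity change between two set negative limits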; also: % is scaled to controls: 0 for no effect and ±100 for the full control effect
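Cell-based HTRF cAMP assay; TSHR cells + compound, TSH EC80 (4nM final), 2 h, 37 deg C. Lysis with anti-cAMP cryptate and cAMP-d2, 30 min RT, read 665/620 nm.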
Menin MLL FP TR: inhibitors of human menin-MLL interaction, mutant MLL peptide; O00255; Menin + Texas Red MLL mutant peptide, fluorescence polarization; Potency, µM (titrated, usually from 61.6 µM), for inactives: at the highest dose FP activity change, negative = inhibition, most hits filed as inhibitors; hit rate 0.23% among 270,000; AID 1768; active = well fitted inhibition curve with a large enough effect in the polarisation, with a control signal flat, not every such curve was filed as active; inconclusive = small, poorly fitted or top-dose-only effect, or effect the other way, or a change in a side signal; inactive = no such curve, though single readings can be large or run the other way; the % refers to the polarisation; also: potency is read from the fitted curve at half-maximal effect; % of control where 0% means no effect; many of its hits are not listed in these tables
Mito fusion yeast: inhibitors of mitochondrial division or activators of mitochondrial fusion. S. cerevisiae fusion-defective mutant growth rescue, CellTiterGlo 48 h. Potency, µM (titrated, usually from 46.1 µM), for inactives: top-dose growth rescue (activation), most hits filed as activators. hit rate 0.23% among 320,000. AID 485298;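 also: potency is read from the fitted curve at half-maximal effect; % of control where 0% means no effect; nearly all actives have a fitted effect of over 45% in size; temperature-sensitive fusion mutants such as fzo1-1 at 37 °C on non-fermentable ethanol glycerol medium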
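Compounds are tested for their ability to restore growth of mitochondrial fusion-defective yeast strains at non-permissive 37C in YPEG medium over 48 hours. Viability is quantified by luciferase luminescence.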
An asterisk follows results filed as active; ? = inconclusive; nt = no result given; [ ] = another dose, or the depositor's remark. Unless noted, calls follow the shape of the dose curve; as a rule, active = well fitted curve in the direction sought with a large enough effect; inconclusive = small, poorly fitted or top-dose-only effect, or another doubt; inactive = no such curve, though single readings can be large; an effect the other way counts as inactive or inconclusive. Not all compounds are listed; the hit share may differ from the screen's.

Under each structure – S-ASM inh | AT treatment | Integrin act MD | TSG101-PTAP inh | MBNL1-CUG inh | TCR activator | CXXC DNA block | TSHR antagonist | Menin MLL FP TR | Mito fusion yeast
#1 CCCNC(=O)Cn1c(=O)n(CC(=O)N2CCCCC2)c(=O)c2sccc21
    4% | 10% | -59%[inhibitor] | -6% | -1% | -1% | 6% | -1 | nt | -3%
#2 CC1Cc2ccccc2N1C(=S)NC(=O)c1ccc(Cl)cc1Cl (configuration not stated)
    -5% | 3% | -33% | 1% | -9% | 0%[46.1 µM] | -5% | -10 | 17% | ?
#3 O=C(Cc1ccccc1)Nc1nnc(-c2ccco2)o1
    3% | -5% | 9% | 2% | 1% | -23% | 3% | -6 | 4% | -1%
#4 Cc1nnc(N/N=C/c2ccccc2C(F)(F)F)n1N
    4% | 11% | 4% | -5% | 0% | 9% | 1% | 3 | -1% | 0%
#5 COc1cc(OC)cc(C(=O)Nc2ccn(C)n2)c1
    4% | 2% | -10% | 0% | nt | 2% | nt | -11 | nt | -6%
#6 O=C(O)c1ccc(OCCOc2ccccc2)cc1
    4% | 6% | -9% | 0% | -12% | -10% | -7% | -4 | 21% | 15%
#7 CCOC(=O)C(=CNc1ccc(C(F)(F)F)cc1)C(=O)OCC
    -1% | 13% | -6% | 0% | -14% | 1% | 1% | -9 | nt | -9%
#8 NC(=O)C1=C[C@H](C2CCCCC2)C[C@H](OCc2ccc(CO)cc2)O1
    0% | -5% | -15% | -4% | 20% | -4% | -15% | 5 | -9% | 6%
#9 OCC1(CCOc2ccccc2)CCN(Cc2ccccc2C(F)(F)F)CC1
    1% | 7% | 6% | -9% | -9% | 6% | 3% | 37 | 0% | -5%
#10 COCCNC(=O)CC(NS(=O)(=O)c1ccc(C)cc1)c1ccco1 (configuration not stated)
    0% | 5% | 1% | 5% | -10% | 3% | -4% | ? | 1% | 0%
#11 CCOC(=O)c1[nH]c2ccccc2c1NC(=S)Nc1cc(C)ccc1C
    44%[activator] | -6% | -19% | 1% | 15% | 4% | -4% | -3 | -8% | 3%
#12 COc1ccc(N2CCN(c3ccc(N4C(=O)CC(C)C4=O)cc3[N+](=O)[O-])CC2)cc1 (configuration not stated)
    -10% | -4% | ? | -2% | nt | 0% | 9% | -9 | 18% | 1%
#13 CCCCN1C(=O)Nc2ccccc2S1(=O)=O
    4% | 7% | 24% | -3% | -6% | 1%[46.1 µM] | 1% | 6 | 10% | 9%
#14 C(=N\Nc1nc2ccccc2s1)/c1cccs1
    -2% | 5% | 33% | -2% | 20% | 4% | -8% | -3 | ? | -8%
#15 Cc1sc(N/N=C/c2cccs2)nc1-c1ccccc1
    4% | -4% | -19% | 9% | 1% | 0%[46.1 µM] | 2% | -16 | ? | 20%
#16 CCc1ccc(NC(=O)CCc2nc3cccnc3n2Cc2ccc(OC)cc2)cc1
    6% | -2% | 0% | -1% | -10% | nt | -1% | 1 | 18% | 0%
#17 COCc1cc(C)nc(Nc2cc(C)ccc2C)c1C#N
    -1% | 11% | 25% | -5% | 4% | 1% | 3% | 11 | -14% | 1%
#18 Clc1ccc(OCc2nc3ccccc3[nH]2)cc1
    4% | 0% | 7% | -5% | -6% | -2% | 5% | -20 | -1% | 0%
#19 COc1ccc(N(CC(=O)N/N=C/c2ccc(OC)cc2OC)S(=O)(=O)c2ccccc2)cc1
    -4% | -5% | 11% | 0% | -8% | -2% | 7% | 3 | 24% | 0%
#20 Brc1cnc2nc(SC/C=C/c3ccccc3)[nH]c2c1
    1% | ? | -20% | 1% | -4% | 2% | 6% | 17 | nt | 7%
#21 COC(=O)CNC(=O)CNC(=O)c1nn(-c2ccc(OC)c(OC)c2)c(=O)c2ccccc12
    0% | -1% | 7% | -5% | 12% | 3% | -4% | 15 | 0% | 2%
#22 O=C(NN=C1CCCCCC1)c1cccnc1
    3% | -4% | -2% | 0% | -5% | -2% | -5% | 28 | 6% | 11%
#23 CCC(CO)NC(=O)c1ccccc1C(F)(F)F (configuration not stated)
    1% | -1% | 3% | -2% | nt | 2% | 7% | 2 | nt | -1%
#24 COc1cccc(C(=O)/C=C/Nc2ccc(NC(C)=O)cc2)c1
    4% | -2% | 5% | 1% | ? | 2%[46.1 µM] | 1% | -1 | 8% | 0%
#25 CCNC(=O)CSc1nnc(-c2ccccc2Br)n1-c1cccc(C(F)(F)F)c1
    0% | 11% | -19% | -1% | ? | -1%[46.1 µM] | 3% | -29 | -6% | -7%
#26 Clc1cc(Br)ccc1OCCCn1ccnc1
    1% | 2% | -22% | 1% | nt | -2%[46.1 µM] | 0% | 7 | -14% | 1%
#27 CCCCc1c(O)cc(C)[nH]c1=O
    4% | -3% | 29% | -2% | -8% | 0% | -4% | 7 | -15% | 27%
#28 Cn1c(SCc2ccc(F)cc2)nnc1-c1cccs1
    3% | 14% | 21%[7.66 µM] | -6% | -6% | -6% | 0% | -7 | -11% | -5%
#29 O=C(Nn1cc(C(=O)Nc2ccc(F)cc2F)c2ccccc2c1=O)c1cnccn1
    9% | -5% | -14% | 0% | -1% | nt | -5% | 5 | 10% | 5%
#30 Cc1cc(C)nc(N/N=C/c2ccccc2Cl)n1
    6% | 12% | -16% | -4% | ? | 3% | -10% | 15 | nt | 8%
#31 Cc1cc(C(=O)N/N=C/c2ccc(OCc3ccccc3)cc2)c(C)o1
    -5% | 1% | -19% | 0% | 1% | -12% | -7% | -3 | 9% | 0%
#32 CC(C)c1ccc(N(CC(=O)N2CCN(Cc3ccccc3)CC2)S(C)(=O)=O)cc1
    6% | -4% | 11% | -3% | -1% | 3% | -14% | 6 | -15% | 2%
#33 COC(=O)c1cc(S(=O)(=O)NCC2CCN(CCc3ccc(OC)cc3)CC2)c[nH]1
    3% | -5% | -6% | -8% | -2% | 0% | 14% | 5 | nt | -1%
#34 Fc1ccc(N2CCN(c3nc(CN4CCOCC4)nc4scc(-c5ccccc5)c34)CC2)cc1
    -20% | 5% | 7% | -3% | nt | 2% | -1% | -4 | ? | -6%
#35 CN(C)S(=O)(=O)c1ccc(N2CCCC2)c(C(=O)Nc2nc3c(ccc4ccccc43)s2)c1
    -15% | -8% | 31% | -1% | 168%[activator] | -8%[46.1 µM] | 1% | -5 | -24% | -12%
#36 Cc1ccc(S(=O)(=O)NCCNC(=O)CN2CCCC2)cc1
    2% | 18% | 13% | -3% | -10% | -2% | 3% | 42 | 8% | 4%
#37 C=C1C(=O)OC2C1CCC(C)C1C=CC(=O)C12C (configuration not stated)
    0% | nt | -54%[inhibitor] | 1% | nt | 0% | nt | nt | nt | nt
#38 Cc1cc(C)c2nc(N3CCC(C(=O)NCc4ccccn4)CC3)sc2c1
    -3% | 4% | 9% | -6% | 2% | 0% | -1% | -7 | 2% | 1%
#39 CCNC(=O)COC(=O)c1ccc(NS(=O)(=O)c2ccc3c(c2)OCCO3)cc1
    -5% | 2% | 10% | 2% | -3% | 4% | 10% | -5 | -5% | -2%
#40 CC(C)(C)c1cc(C(=O)O)n(Cc2ccc(Cl)cc2Cl)n1
    3% | 2% | 8% | 0% | nt | -3% | -17% | -8 | nt | -3%
#41 O=C(c1nc2ccc(Cl)cn2c1CN1CCC(CO)CC1)N1CCc2ccccc2C1
    0% | 1% | -15% | 1% | 5% | 0% | -2% | 8 | -18% | -2%
#42 COc1ccccc1C/C(N)=N/OC(=O)COc1ccc(C)cc1
    2% | -6% | 29% | -1% | 16% | 3% | 15% | 13 | -25% | -1%
#43 CCCCNc1c(-c2ccc(OC)c(SC3CCCCC3)c2)nc2cc(C)ccn12
    91% | 32µM* | -40% | 0% | nt | 2% | nt | -49 | nt | -26%
#44 CC(C)=C1C2CCC1C1C(=O)N(NC(=O)COc3ccc(Cl)c(C)c3)C(=O)C21 (configuration not stated)
    -14% | -6% | 8% | -7% | -4% | -22% | -5% | -1 | 11% | ?
#45 Cc1[nH]n(-c2ccccc2)c(=O)c1S(=O)(=O)c1ccccc1
    1% | 1% | 5% | -3% | -1% | 3% | 0% | -6 | 8% | 7%

Screening data: PubChem BioAssay, National Center for Advancing Translational Sciences (NCATS)
